BH1578 lux ind: quorum light induction in luxS cqsA deficient V. cholerae; V. cholerae BH1578 lux reporter, luminescence, 6 h; activation, % at 18.7 µM; hit rate 0.16% among 350,000; AID 588436; in the data active = activation mostly above about 9.7%, no sharp cut-off; inconclusive = no clear call, values can overlap the other calls; inactive = mostly below about 3.7%; note: not every result past the cut was called active; inactives centre near 0; reference of the scale not given here
PriA SSB inh: K. pneumoniae PriA-SSBct interaction inhibition. hit rate 0.6% among 430,000. inhibition, % at 33 µM. AlphaScreen SSBct-PriA binding, biotinylated peptide; in the data active = inhibition mostly above about 37%, no sharp cut-off; inactive = mostly below about 20%;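 note: plate controls were negative control peptide for no effect and reference peptide for full effect; strong numbers were not always called active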
Rv3671c inh: Rv3671c (M. tuberculosis) protease inhibition. inhibition, % at 5.96 µM. hit rate 0.048% among 320,000; in the data active = inhibition above about 38%;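 note: extracellular domain of Rv3671c used as enzyme; 0% = enzyme with DMSO and 100% = no enzyme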
Anthrax LF prot: blocks Bacillus anthracis lethal factor protease | P15917 | multiplex microsphere protease cleavage assay, LF | inhibition, % at 10 µM | hit rate 0.12% among 360,000 | AID 588501; in the data active = inhibition above about 30%; inconclusive = no clear call, values can overlap the other calls; note: plate controls were buffer without enzyme for full effect and enzyme alone for no effect
MazEF act: increases E. coli MazEF RNase cleavage of RNA. FAM/BHQ RNA-DNA oligo cleavage fluorescence, 5 h. activation, % at 20 µM. hit rate 0.32% among 350,000. AID 504720; in the data active = activation above about 50%
3CLpro inhibitor: SARS-CoV 3CLpro protease inhibition | P0C6X7 | recombinant SARS-CoV 3CLpro, quenched FRET peptide cleavage | inhibition, % at 6 µM | hit rate 0.14% among 290,000 | AID 1706; in the data active = inhibition above about 12%
Y pestis TopoI: blocks Yersinia pestis topoisomerase I activity; hit rate 0.064% among 360,000; AID 504884; Y. pestis Topo-I cleavage product accumulation, plate reader; activity, % at 10 µM; in the data active = activity above about 50%, passing the limit was not always enough; inconclusive = no clear call, values can overlap the other calls; note: inactives centre near 2
DUSP3 inh: DUSP3 (human) phosphatase inhibition; P51452; recombinant VHR phosphatase, pNPP absorbance; inhibition, % at 13.3 µM; hit rate 0.52% among 290,000; AID 1654; in the data active = inhibition above about 50%; note: some compounds called inactive have numbers as strong as hits
TcdB inh: inhibitors of Clostridioides difficile toxin B glycohydrolase. P18177. TcdB glycohydrolase enzymatic assay, plate reader. inhibition, % at 9.99 µM. hit rate 0.24% among 350,000. AID 652162; in the data active = inhibition above about 10%
Target sequence (P18177 whole entry, looked up): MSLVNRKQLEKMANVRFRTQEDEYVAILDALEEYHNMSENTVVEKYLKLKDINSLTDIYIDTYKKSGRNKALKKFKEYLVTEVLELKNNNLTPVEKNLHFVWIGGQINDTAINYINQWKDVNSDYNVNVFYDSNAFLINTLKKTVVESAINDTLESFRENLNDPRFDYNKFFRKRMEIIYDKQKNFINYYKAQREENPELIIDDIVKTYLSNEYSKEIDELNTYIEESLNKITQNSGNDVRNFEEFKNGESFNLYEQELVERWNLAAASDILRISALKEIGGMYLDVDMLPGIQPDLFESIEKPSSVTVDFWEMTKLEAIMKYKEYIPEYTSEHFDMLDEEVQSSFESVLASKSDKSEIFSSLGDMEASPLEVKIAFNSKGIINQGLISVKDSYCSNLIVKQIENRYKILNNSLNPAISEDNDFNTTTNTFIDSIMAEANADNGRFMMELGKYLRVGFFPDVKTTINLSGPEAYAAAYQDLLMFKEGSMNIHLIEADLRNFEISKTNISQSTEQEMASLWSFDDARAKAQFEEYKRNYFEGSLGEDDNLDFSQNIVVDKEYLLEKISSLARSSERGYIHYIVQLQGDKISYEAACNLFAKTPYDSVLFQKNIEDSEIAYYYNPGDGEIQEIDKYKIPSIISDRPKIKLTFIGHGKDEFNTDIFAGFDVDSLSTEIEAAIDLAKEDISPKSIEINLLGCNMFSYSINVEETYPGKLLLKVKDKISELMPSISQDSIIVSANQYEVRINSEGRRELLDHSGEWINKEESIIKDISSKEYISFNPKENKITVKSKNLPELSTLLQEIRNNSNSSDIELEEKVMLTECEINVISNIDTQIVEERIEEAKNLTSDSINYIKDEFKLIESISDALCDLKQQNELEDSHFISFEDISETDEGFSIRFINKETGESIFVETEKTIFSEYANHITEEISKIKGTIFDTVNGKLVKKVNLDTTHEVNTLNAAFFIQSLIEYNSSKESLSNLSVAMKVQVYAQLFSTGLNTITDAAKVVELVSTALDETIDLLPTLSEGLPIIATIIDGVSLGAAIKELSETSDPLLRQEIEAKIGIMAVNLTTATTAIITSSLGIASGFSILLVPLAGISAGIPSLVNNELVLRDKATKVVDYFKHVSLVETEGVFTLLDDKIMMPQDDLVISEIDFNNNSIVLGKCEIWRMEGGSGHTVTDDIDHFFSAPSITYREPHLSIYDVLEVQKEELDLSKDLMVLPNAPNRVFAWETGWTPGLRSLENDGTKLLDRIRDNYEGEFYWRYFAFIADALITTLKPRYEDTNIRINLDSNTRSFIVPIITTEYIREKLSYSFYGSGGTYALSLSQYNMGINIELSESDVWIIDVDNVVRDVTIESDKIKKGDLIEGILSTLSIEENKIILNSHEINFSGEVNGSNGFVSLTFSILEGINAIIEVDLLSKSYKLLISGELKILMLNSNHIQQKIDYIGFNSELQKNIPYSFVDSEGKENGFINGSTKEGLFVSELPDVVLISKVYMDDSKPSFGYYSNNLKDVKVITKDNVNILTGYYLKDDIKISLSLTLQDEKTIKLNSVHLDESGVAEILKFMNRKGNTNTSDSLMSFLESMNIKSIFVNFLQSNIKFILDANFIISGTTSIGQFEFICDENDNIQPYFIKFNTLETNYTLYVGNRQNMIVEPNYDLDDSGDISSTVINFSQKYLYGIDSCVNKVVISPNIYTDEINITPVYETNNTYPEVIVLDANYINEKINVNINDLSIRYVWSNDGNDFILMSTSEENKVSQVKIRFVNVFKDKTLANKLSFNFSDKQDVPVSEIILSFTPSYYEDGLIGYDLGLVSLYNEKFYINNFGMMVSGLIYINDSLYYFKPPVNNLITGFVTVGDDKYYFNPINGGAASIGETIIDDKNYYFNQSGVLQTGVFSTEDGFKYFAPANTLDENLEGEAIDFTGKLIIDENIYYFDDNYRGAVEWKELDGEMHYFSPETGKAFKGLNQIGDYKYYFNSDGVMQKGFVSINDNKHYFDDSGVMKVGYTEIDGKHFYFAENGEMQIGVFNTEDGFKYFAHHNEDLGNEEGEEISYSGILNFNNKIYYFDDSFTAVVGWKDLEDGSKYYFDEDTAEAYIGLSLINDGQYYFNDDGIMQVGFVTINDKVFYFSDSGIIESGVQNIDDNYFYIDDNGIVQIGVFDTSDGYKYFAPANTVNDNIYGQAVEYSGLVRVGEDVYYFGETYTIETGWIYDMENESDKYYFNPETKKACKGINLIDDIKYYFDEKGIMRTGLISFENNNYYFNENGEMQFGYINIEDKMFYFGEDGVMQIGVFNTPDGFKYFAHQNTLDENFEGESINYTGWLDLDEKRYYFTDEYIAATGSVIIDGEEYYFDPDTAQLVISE
PfHsp40 yeast: compounds rescuing yeast from Plasmodium falciparum HSP40 toxicity. S. cerevisiae expressing PfHsp40, growth rescue, ATP luminescence. growth rescue, % at 12.5 µM. hit rate 0.68% among 340,000. AID 504582; in the data active = growth rescue above about 28%, passing the limit was not always enough; inconclusive = no clear call, values can overlap the other calls;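 note: yeast W303a lacking pdr1 and pdr3 grown in galactose medium; growth measured after three days at 30 °C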
* hit, by the source's call; i = inactive; ? = inconclusive; nt = no result given; & = joins results of further samples.

The opening eleven records as a preview:
SMILES	BH1578 lux ind	PriA SSB inh	Rv3671c inh	Anthrax LF prot	MazEF act	3CLpro inhibitor	Y pestis TopoI	DUSP3 inh	TcdB inh	PfHsp40 yeast
CN1CCN2c3ccccc3CC3(C(=O)N(C)C(=O)N(C)C3=O)C2C1 (centres undefined)	i	-14	5	-8	3	4	17	-7	0.4	-0.9
O=C(Nc1cccc(Cl)c1)C1=CC=CN2CCS(=O)(=O)N=C12	0.8	-3	-3	-5	1	nt	2	nt	0.8	0.6
COc1cc2c(cc1OC)C(=O)CCS2	-0.2	-14	-1	-2	-4	-1	3	27	nt	0.7
CCOC(=O)Nc1cccc(OCC(=O)Nc2ccc3c(c2)CCC3)c1	i	-11	-7	?	-4	nt	11	nt	-1.2	7.8
CCc1ccc(/C=C2\SC(=S)N(CCCC(=O)N3CCCC3)C2=O)cc1	-6.0	nt	nt	-4	-1	nt	44	nt	0.6	nt
CN(C)S(=O)(=O)c1cccc(NC(=O)c2ccc(S(=O)(=O)N3CCCCC3)cc2)c1	-0.8	-10	4	-2	3	nt	-1	nt	1.4	-0.7
Oc1ccc(/C=N/N=C(c2ccccc2)c2ccccc2)c(O)c1O	-0.3	nt	-11	-2	-28	1	-2	-5	nt	20
Cc1ccc(NC2=NCCCCC2)cc1C	i	-11	2	2	-4	4	-12	18	nt	0.4
CCCN(CCC)CCN1C(=O)C2C(C(=O)Nc3ccc(C)cc3)C3C=CC2(O3)C1C(=O)NC1CCCCC1 (centres undefined)	i	-20	-4	15	14	1	1	7	0.3	0.2
Cc1cc(C)c2nc(N(CCN(C)C)C(=O)/C=C/c3cccs3)sc2c1	-4.8	3&20	-6	-3	7	7	-1	1	-1.4	1.2
CCOC(=O)C1CCN(S(=O)(=O)c2ccc3[nH]c(=O)oc3c2)CC1	-0.1	-10	-5	0	1	1	-1	15	-0.8	1.0

All compounds of this part, from the first entry:
SMILES	BH1578 lux ind	PriA SSB inh	Rv3671c inh	Anthrax LF prot	MazEF act	3CLpro inhibitor	Y pestis TopoI	DUSP3 inh	TcdB inh	PfHsp40 yeast
CN1CCN2c3ccccc3CC3(C(=O)N(C)C(=O)N(C)C3=O)C2C1 (centres undefined)	i	-14	5	-8	3	4	17	-7	0.4	-0.9
O=C(Nc1cccc(Cl)c1)C1=CC=CN2CCS(=O)(=O)N=C12	0.8	-3	-3	-5	1	nt	2	nt	0.8	0.6
COc1cc2c(cc1OC)C(=O)CCS2	-0.2	-14	-1	-2	-4	-1	3	27	nt	0.7
CCOC(=O)Nc1cccc(OCC(=O)Nc2ccc3c(c2)CCC3)c1	i	-11	-7	?	-4	nt	11	nt	-1.2	7.8
CCc1ccc(/C=C2\SC(=S)N(CCCC(=O)N3CCCC3)C2=O)cc1	-6.0	nt	nt	-4	-1	nt	44	nt	0.6	nt
CN(C)S(=O)(=O)c1cccc(NC(=O)c2ccc(S(=O)(=O)N3CCCCC3)cc2)c1	-0.8	-10	4	-2	3	nt	-1	nt	1.4	-0.7
Oc1ccc(/C=N/N=C(c2ccccc2)c2ccccc2)c(O)c1O	-0.3	nt	-11	-2	-28	1	-2	-5	nt	20
Cc1ccc(NC2=NCCCCC2)cc1C	i	-11	2	2	-4	4	-12	18	nt	0.4
CCCN(CCC)CCN1C(=O)C2C(C(=O)Nc3ccc(C)cc3)C3C=CC2(O3)C1C(=O)NC1CCCCC1 (centres undefined)	i	-20	-4	15	14	1	1	7	0.3	0.2
Cc1cc(C)c2nc(N(CCN(C)C)C(=O)/C=C/c3cccs3)sc2c1	-4.8	3&20	-6	-3	7	7	-1	1	-1.4	1.2
CCOC(=O)C1CCN(S(=O)(=O)c2ccc3[nH]c(=O)oc3c2)CC1	-0.1	-10	-5	0	1	1	-1	15	-0.8	1.0
Cc1ccc(NC(=O)C(C)OC(=O)Cn2cnc3ccccc3c2=O)cc1 (centres undefined)	-0.3	-6	0	1	-1	nt	-4	nt	1.3	1.9
CC(C)c1ccc(NC(=O)C(c2ccc3c(c2)OCO3)N2CCCCC2)cc1 (centres undefined)	nt	1	-5	-5	0	3	12	19	2.0	1.3
COc1ccc(Br)c(C(=O)N2CCN(S(=O)(=O)c3cccs3)CC2)c1	4.9	-8	-6	-2	12	2	-3	17	-0.7	-1.4
CCCCC(=O)Nc1nn(CCC)c2nc3ccccc3cc12	i	-25	4	-3	8	2	5	-6	nt	-1.7
Cc1c(-c2ccccc2)[n+](=O)c2c(n1[O-])CCC2	7.1	-12	2	-3	6	3	9	-26	nt	-0.3
CCN1CCCC1CNC(=O)C(=O)NCc1ccccc1 (centres undefined)	-0.3	2	10	-10	16	-5	11	22	1.9	1.5
Cc1ccc(NC(=O)CCNC(=O)c2ccco2)cc1	-0.4	6	1	-2	1	-5	2	0	nt	0.2
Cc1cc(C(=O)NCCCN2CCN(c3cc(Cl)ccc3C)CC2)n(-c2ccccc2)n1	-0.4	-2	-11	-6	10	-1	24	29	1.8	0.2
CCCCOc1ncnc2c1[nH]c1ccccc12	nt	-19	-5	-3	-1	-1	0	25	2.3	0.8
CCOC(=O)C1=C(C)NC(=O)CC1c1ccccc1 (centres undefined)	i	-31	3	0	4	1	-6	-15	nt	1.6
CN(C(=O)COc1cccc(Br)c1)C1CCS(=O)(=O)C1 (centres undefined)	i	-22	-8	1	-2	3	-2	21	nt	-0.2
c1cc[n+](CCC[n+]2ccccc2)cc1	0.1	2	-4	2	3	-2	0	23	0.7	-0.2
O=C(Nc1ccc2c(c1)OCCO2)C1CCN(S(=O)(=O)c2ccc(Br)s2)CC1	-0.7	-6	9	1	0	6	16	6	nt	-0.3
Cc1nonc1C(=O)N1CCCC(N2CCN(c3ccc(F)cc3)CC2)C1 (centres undefined)	0.7	-18	nt	-3	3	-1	9	26	0.1	-1.0
C=CCN1CCN(C(CCC)c2nnnn2Cc2ccco2)CC1 (centres undefined)	-1.7	-6	2	-8	9	1	5	32	0.2	-1.5
CCC(=O)Nc1ccc2c(c1)nc(CCN1CCN(c3ccccc3)CC1)n2C	0.6	-15	-1	12	5	1	-8	29	0.0	1.2
COc1ccc2nc(NCc3cccnc3)sc2c1	i	15&-3	-2	-16	6	-1	0	5	1.1	0.8
COc1cc(OC)c(C2=Nc3ccc(Br)cc3C(c3ccccc3)N2CC(=O)NN)cc1OC (centres undefined)	-1.5	5	-1	0	8	12*	2	27	1.2	-1.1
Oc1ccc2ccccc2c1CN1CCN(c2ccccc2F)CC1	-0.3	-16&7	nt	-5	-3	-1	6	8	0.7	0.1
O=C1COc2ccc(C(=O)COC(=O)c3ccc(S(=O)(=O)C(F)F)cc3)cc2N1	i	0	7	2	6	nt	7	nt	0.0	-0.2
O=C(NCC1CCCO1)c1ccc2c(c1)C(=O)N(C1CCCCC1)C2=O (centres undefined)	-0.2	-1	-4	-7	13	2	-1	3	nt	0.4
CCc1ccc(/C=C2/SC(=S)N(CCC(=O)NCCCN3CCOCC3)C2=O)cc1	-0.2	18	-3	-1	-12	5	33	11	1.1	2.1
O=c1c2ccccc2[nH]c(=S)n1-c1cccc(C(F)(F)F)c1	-0.3	nt	nt	-2	5	nt	0	nt	0.6	nt
O=c1cc2c(nn1Cc1ccc(Cl)cc1)-c1ccccc1CC2	i	-21	-10	10	-9	8	-3	12	nt	5.1
Cc1ccc(F)c(S(=O)(=O)NC(=O)C2(C)CCN2C(=O)Cc2ccccc2Cl)c1 (centres undefined)	i	nt	nt	4	nt	nt	-3	nt	-1.7	nt
O=C(CCNS(=O)(=O)c1cccs1)NCc1ccccc1	1.6	-6	4	6	0	7	-2	-15	nt	1.3
O=C(CN(C(=O)CNC(=O)c1cccs1)c1ccc(F)cc1)NC1CCCC1	-0.2	4	-9	4	4	3	6	29	0.3	0.2
O=C(Nc1ccccc1)C1=C[C@H](c2ccc(C(F)(F)F)cc2)C[C@H](OCCCCO)O1	-2.9	-12	-5	-3	-6	nt	0	nt	-0.8&0.4	0.4
C/C=C\C(=O)Nc1cccc(C2=NOC3(C2)C[C@@H](C(N)=O)N(C(=O)c2ccccc2)C3)c1 (some centres undefined)	0.0	-7	4	-5	0	nt	6	-4	-0.9	0.3
O=Cc1c(NCc2ccc(F)cc2)c2ccccc2[nH]c1=O	-0.7	-3	4	-13	10	-2	3	19	0.2	-0.2
CCN(CC)S(=O)(=O)c1cccc(NC(=O)CC2CCCC2)c1	-0.2	-11	5	5	-37	2	6	-17	1.7	-0.6
CCOc1cccc(-c2nnc(SCC(=O)Nc3cccc(OC)c3)n2N)c1	i	-11	nt	-3	9	-2	-9	36	nt	-1.0
Cc1ccc(N2C(=O)CN(Cc3ccccc3)C2=S)cc1C	i	-8	-11	-9	5	2	12	5	-1.3	0.2
CC(=O)Nc1cccc(-c2csc(C(O)c3ccc(F)c(F)c3)n2)c1 (centres undefined)	-1.3	nt	nt	-4	nt	nt	-7	nt	-1.8	nt
C=CC(COCc1ccccc1)N(C(=O)OC(C)(C)C)S(=O)(=O)c1ccccc1Br (centres undefined)	-0.3	-3	-13	-4	-5	nt	-5	6	2.6	1.0
O=C(COC(=O)Cc1ccc(Br)cc1)NCc1ccc(F)cc1	-0.4	-7	-3	0	5	4	-2	28	-0.4	1.4
Cc1[nH]c2ccc(F)cc2c1CCN(Cc1ccncc1)C(=S)Nc1cccc(F)c1	-0.2	-10	-3	-4	0	9	-7	11	1.9	-1.6
Cc1ccc2c(c1)N(CCC(=O)NCc1cccs1)C(=O)C(C)O2 (centres undefined)	-2.9	0	4	1	2	-7	0	10	nt	-1.1
COc1ccc2nc(NC(=O)c3ccoc3C)sc2c1	i	-12	-3	1	9	1	-6	-12	2.5	-3.8
Cc1ccccc1C(=O)NC(=S)NCCc1ccccc1	-0.3	-11	-30	2	4	0	16	-4	nt	3.6
CC(=O)Nc1ccc(S(=O)(=O)Nc2ccccc2C(=O)N2CCCCC2)cc1	-7.8	1	-2	5	1	2	-1	-10	0.7	4.4
COc1cc(O)cc2c1[C@@H]1Oc3c(ccc(O)c3CC=C(C)C)[C@@H]1CO2	-0.5	12	-6	-3	14	nt	-11	nt	2.8	0.8
CCCCN(C(=O)COC(=O)c1sccc1C)c1c(N)n(CCC)c(=O)[nH]c1=O	i	nt	nt	-3	5	nt	0	nt	0.6	nt
O=C1CC(N2CCN(c3ccccc3Cl)CC2)C(=O)N1c1ccccc1 (centres undefined)	nt	-6	-2	-2	1	-1	8	0	nt	0.9
c1ccc(-n2nc3ccccc3n2)cc1	-0.3	-7	-5	-2	0	4	7	18	nt	-1.9
Cc1cccc(N(CC(=O)NC2CC3CCC2C3)S(=O)(=O)c2ccccc2)c1 (centres undefined)	i	-20	1	3	0	1	38	-6	1.0	?
CC(=O)Nc1cccc(-c2ccnc3c2CC(C)(C(=O)Nc2ccc(Cl)c(C(F)(F)F)c2)O3)c1 (centres undefined)	i	nt	nt	-2	nt	nt	-5	nt	0.2	nt
O=C(NCc1ccon1)C1CCC(=O)N(CCc2cccc(F)c2)C1 (centres undefined)	-0.5	-12	nt	0	-9	-2	1	-4	1.1	0.7
CN(C)CCNc1c(N)c(=O)oc2ccccc12	0.6	-12	0	2	-12	3	-9	10	2.0	-0.1
Cc1ccc(S(=O)(=O)N(C)C)cc1NC(=O)COC(=O)COc1ccc2c(c1)CCC2	5.0	-2	6	5	0	nt	-7	nt	2.5	0.0
Cc1nc2ccccc2n1-c1nc(-c2ccco2)cc(C(F)(F)F)n1	i	-18	-6	-4	-7	1	5	0	nt	-0.1

Only part of the results is shown; rates above refer to the full screens.
